# MIN6 prolif: inducers of MIN6 beta-cell proliferation, primary screen, ATP luminescence, uHTS; MIN6 cells proliferation, ATPlite luminescence, 48 h; cells starved in 0.2% serum; 100% = growth in 10% serum; proliferation, % at 10 µM; 330,000 compounds, 0.29% hits; AID 2380, 2010;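 active = compounds whose signal lies at least 3.5 SD above the mean of all wells on their plate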;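 also: 0% = DMSO-treated cells in low-serum medium and 100% = 10% serum control; some compounds called inactive have numbers as strong as hits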
# ATG4B inh: ATG4B protease inhibitors, primary screen, biochemical, fluorescence, uHTS; 340,000 compounds, 0.51% hits; Cysteine protease ATG4B (Homo sapiens), Q9Y4P1; ATG4B cleavage of LC3-PLA2, NBD-HPC fluorescence, 1 h; inhibition, % at 8.33 µM; in the data active = inhibition above about 40%
# Target sequence (Q9Y4P1 whole entry, looked up): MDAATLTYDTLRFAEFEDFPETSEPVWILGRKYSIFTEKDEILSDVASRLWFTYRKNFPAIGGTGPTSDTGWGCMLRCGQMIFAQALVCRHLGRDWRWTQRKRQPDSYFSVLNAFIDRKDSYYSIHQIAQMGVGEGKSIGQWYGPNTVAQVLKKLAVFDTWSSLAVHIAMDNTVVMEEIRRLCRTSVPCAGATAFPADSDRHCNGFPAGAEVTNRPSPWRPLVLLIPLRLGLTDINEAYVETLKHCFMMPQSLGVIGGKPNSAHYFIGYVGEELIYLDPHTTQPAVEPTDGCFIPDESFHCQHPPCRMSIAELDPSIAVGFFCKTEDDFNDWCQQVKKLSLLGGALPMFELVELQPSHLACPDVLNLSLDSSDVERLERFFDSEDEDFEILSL
# MPTP block: mitochondrial permeability transition pore inhibitors, primary screen, biochemical, isolated mouse mitochondria, absorbance; Ca2+ swelling absorbance, 30 min; inhibition, % at 10 µM; 360,000 compounds, 1.4% hits;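 active = inhibition of 50% or more, scaled per plate between neutral and stimulator controls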;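 also: 0% = DMSO wells given calcium and 100% = 1 mM EGTA wells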
# A3A deaminase: APOBEC3A ssDNA deaminase inhibitors, primary screen, selectivity assay for APOBEC3G inhibitor project, biochemical, FAM/TAMRA oligo cleavage fluorescence; 330,000 compounds, 0.41% hits; AID 493011, 2011; DNA dC->dU-editing enzyme APOBEC-3A (Homo sapiens), P31941; inhibition, % at 20 µM; recombinant A3A, FAM/TAMRA ssDNA deamination fluorescence;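 active = at least 40% inhibition at 20 µM here, with at most 30% in a related deaminase screen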;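 also: plate controls were A3A with DMSO for no effect and wells lacking A3A enzyme for full effect; some results filed as inactive read as strong as hits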
# Target sequence (P31941 whole entry, looked up): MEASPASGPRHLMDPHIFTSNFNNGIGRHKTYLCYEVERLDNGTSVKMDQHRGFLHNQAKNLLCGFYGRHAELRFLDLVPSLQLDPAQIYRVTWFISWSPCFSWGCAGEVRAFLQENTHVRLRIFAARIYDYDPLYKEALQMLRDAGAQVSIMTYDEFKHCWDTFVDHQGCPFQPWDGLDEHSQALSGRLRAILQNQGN
# hIAP block: human IAP inhibitors, primary screen, biochemical, luminescence, uHTS; purified IAP, CDP-Star luminescence, 30 min; 330,000 compounds, 0.12% hits; inhibition, % at 10 µM; AID 2544, 2010; Intestinal-type alkaline phosphatase (Homo sapiens), P09923;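 active = inhibition reaching a set limit with compound at 10 µM in the primary screen, cut at about 35% in these data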;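 also: plate controls were DMSO wells with enzyme for no effect and no-enzyme buffer wells for full effect; values of inactives mirror those of a sister screen read the other way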
# mIAP activ: activators of mouse IAP, primary screen, biochemical, luminescence, uHTS; 330,000 compounds, 0.24% hits; intestinal alkaline phosphatase [Mus musculus]; AID 2805, 2010; muIAP, CDP-Star luminescence, 30 min; stronger effect = higher value; 1 = vehicle-only enzyme signal, 0 = enzyme-free wells; activation factor at 10 µM;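 active = activation factor of at least 2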; also: the source names both 10 and 20 µM as test concentration; values of inactives mirror those of a sister screen read the other way
#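 Assay system: mouse IAP enzyme; Reagent: CDP-Star chemiluminescent phosphatase substrate; Compound: DMSO-dissolved test compounds; Incubation: 30 min, room temperature; Technique: luminescence from enzymatic CDP-Star hydrolysis; Controls: DMSO-only wells and no-enzyme negative control.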
# mIAP inh: inhibitors of mouse IAP, primary screen, biochemical, luminescence, uHTS; intestinal alkaline phosphatase [Mus musculus]; purified mouse IAP, CDP-Star luminescence, 30 min; inhibition, % at 10 µM; 330,000 compounds, 0.2% hits; AID 2806, 2010;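 active = inhibition of at least 40% at 10 µM in the primary screen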;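 also: plate controls were DMSO with enzyme for no effect and no enzyme wells for full effect; values of inactives mirror those of a sister screen read the other way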
# hIAP activ: human IAP activators, primary screen, biochemical, luminescence, uHTS. 330,000 compounds, 0.16% hits. activation factor at 10 µM. purified human IAP, CDP-Star luminescence, 30 min; stronger effect = higher value; 1 = vehicle-only enzyme, 0 = enzyme-free background. AID 2524, 2010. Intestinal-type alkaline phosphatase (Homo sapiens), P09923;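 active = activation factor of the enzyme at least 2-fold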; also: the source names both 10 and 20 µM as test concentration; values of inactives mirror those of a sister screen read the other way
# A3G deaminase: APOBEC3G DNA deaminase inhibitors, primary screen, biochemical, fluorescence, single-stranded DNA substrate, uHTS | AID 493012, 2011 | 330,000 compounds, 0.28% hits | recombinant A3G, ssDNA deamination FAM/TAMRA fluorescence | inhibition, % at 20 µM | DNA dC->dU-editing enzyme APOBEC-3G (Homo sapiens), Q9HC16;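 active = inhibition of at least 40% at 20 µM, with no more than 30% in the related APOBEC3A deaminase screen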;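 also: plate controls were DMSO wells with A3G for no effect and wells lacking A3G enzyme for full effect; some compounds called inactive have numbers as strong as hits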
# Target sequence (Q9HC16 whole entry, looked up): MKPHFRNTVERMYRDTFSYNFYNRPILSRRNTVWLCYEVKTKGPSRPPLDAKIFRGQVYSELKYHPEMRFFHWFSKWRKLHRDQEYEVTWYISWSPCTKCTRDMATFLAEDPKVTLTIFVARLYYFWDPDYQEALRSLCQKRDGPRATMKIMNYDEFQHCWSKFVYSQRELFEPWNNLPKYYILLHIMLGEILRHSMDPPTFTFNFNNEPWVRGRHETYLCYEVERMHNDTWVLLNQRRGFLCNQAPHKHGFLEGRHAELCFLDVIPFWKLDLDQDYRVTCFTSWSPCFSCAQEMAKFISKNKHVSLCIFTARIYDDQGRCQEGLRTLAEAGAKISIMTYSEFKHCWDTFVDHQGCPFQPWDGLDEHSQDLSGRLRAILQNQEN
# * hit, by the source's call.
SMILES,MIN6 prolif,ATG4B inh,MPTP block,A3A deaminase,hIAP block,mIAP activ,mIAP inh,hIAP activ,A3G deaminase
O=C(CN(c1cccc(C(F)(F)F)c1)S(=O)(=O)c1ccccc1)N1CCOCC1,1,-7,0.0,-1,0,0.91,9,1,-1
CCOC(=O)c1sc2nc(SC)nc(-c3ccc(Cl)cc3)c2c1N,-5,-6,0.2,-6,-3,1,-5,1,-4
O=C(Cn1nnc(-c2ccccc2Cl)n1)N1CCN(S(=O)(=O)c2ccc(Cl)cc2)CC1,0,-19,0.4,-2,16,1.1,-5,0.84,-4
O=C(NC(=O)c1ccccc1)NC(=O)c1ccccc1,0,-3,0.9,3,3,0.9,10,0.97,-1
O=C(CN1CCCCCC1)Nc1ccc(Br)cc1Br,-3,-15,20,1,-9,0.98,2,1.1,1
c1ccc(CCNc2ccc3nncn3n2)cc1,-1,4,-1.4,-5,-14,1.2,-16,1.1,37
Cc1ccc(NC(=O)Cn2nc(C)c3ccccc3c2=O)cc1,-1,-10,0.3,3,-3,1.2,-16,1,2
CC(=O)Nc1ccc2c(c1)n(C)c(=O)n2C,1,-2,-1.7,1,3,1,-1,0.97,-3
CC(CC(=O)Nc1ccc(S(=O)(=O)N2CCOCC2)cc1)c1ccccc1 (stereo not drawn),-4,-6,3.3,7,-7,1,-4,1.1,11
Cc1ccc2c(c1)cc1c(=O)n(CC(=O)NCCN3CCCC3)nc(C)n12,6,6,2.0,0,8,1,-1,0.92,-5
Cc1cc(C(=O)NNC(=S)NCC(C)C)cs1,-2,-7,-0.2,-2,-68,0.98,2,1.7,-7
Cc1cccc(C(=O)OC(C)CN2CCOCC2)c1 (stereo not drawn),-1,-6,-0.2,4,2,0.96,4,0.98,-5
O=C(O)c1ccc(COc2ccc3c(c2)CCC3)cc1,0,-4,0.0,-6,0,0.93,7,1,-4
C=CCNC(=O)COC(=O)c1nc2nccc(C)n2n1,1,-1,-1.3,-2,9,0.91,10,0.91,-10
S=C(NC1CCCC1)N1CCN(C/C=C/c2ccccc2)CC1,-3,-3,23,-5,13,0.98,2,0.87,-4
Cc1ccc(-c2c[n+](Cc3ccc(Cl)c(Cl)c3)c3n2CCC3)cc1,-6,6,4.1,0,-41,1.3,-32,1.4,-10
N#Cc1ccccc1OCC(=O)NC1CCCCC1,-5,-2,-0.6,2,1,1,-2,0.99,8
NC(=O)c1cc(C(=O)c2ccc(Cl)cc2)c[nH]1,-1,2,-0.5,0,-14,1.1,-8,1.1,-6
CCCCC(=O)Nc1ccc2oc(-c3cccnc3)nc2c1,-2,-6,-1.5,16,-7,0.96,4,1.1,0
O=S(=O)(c1ccc2c(c1)OCCO2)N1CCN(Cc2ccccc2)CC1,1,-6,-8.6,-1,-6,0.93,7,1.1,-4
O=C(NCCN1CCOCC1)c1cccc(Cl)c1,-1,-1,-0.3,3,11,1,-1,0.89,1
CCOC(=O)C(C)Sc1nnc(NC(=O)c2ccc(C)c([N+](=O)[O-])c2)s1 (stereo not drawn),-1,5,5.3,-5,-32,1,-1,1.3,-7
COc1cc(OC)cc(C(=O)NNC(=S)NC(=O)c2cccnc2)c1,-3,-3,-1.8,1,-89,0.74,26,1.9,4
Cc1cc(CN2CCCC(CO)(Cc3cccc(Cl)c3)C2)n[nH]1 (stereo not drawn),-2,2,-1.6,-3,-37,1,-1,1.4,-2
CC(C)(C)c1cc(CCC(=O)N2CCC2)cc(C(C)(C)C)c1O,-6,1,-0.5,-4,-21,0.96,4,1.2,-2
Cn1nnnc1SCC(=O)NC1CCCC1,1,-4,-2.9,-4,3,0.89,11,0.97,-6
O=S(=O)(c1cccc(-c2n[nH]c(=S)n2-c2ccccc2Cl)c1)N1CCOCC1,-1,-14,-0.4,-6,-21,1.1,-6,1.2,24
COc1ccccc1NC(=O)c1ccc(SCC(=O)NCc2ccccc2Cl)c([N+](=O)[O-])c1,0,23,3.5,-1,5,0.95,5,0.95,-9
CC1CCN(C(=O)COC(=O)c2c[nH]c3ccccc23)CC1,1,-6,-1.1,2,9,0.84,16,0.91,-6
Cc1ccccc1NC(=O)c1cccc2c1C(=O)N(C1CCCCC1)C2,0,-4,-0.9,-4,-18,0.93,7,1.2,-6
CC(C)OC(=O)c1ccc(NC(=O)CSc2nc3ncccc3[nH]2)cc1,-5,-11,71*,-1,-20,0.82,18,1.2,-6
COc1cccc(CN(C(=O)c2ccc([N+](=O)[O-])cc2)C2CCS(=O)(=O)C2)c1 (stereo not drawn),-1,3,-1.4,-3,-23,0.98,2,1.2,-4
Cc1ccccc1SCC(=O)OCC(=O)NCc1ccccc1,-3,0,0.2,-2,-12,1.2,-15,1.1,-6
Cc1cc(=O)oc(C)c1C(=O)Nc1ccc2ncccc2c1,6,0,-1.6,-3,3,1,-2,0.97,-7
O=C1c2oc3ccccc3c(=O)c2C(c2ccc(O)cc2)N1c1nccs1 (stereo not drawn),0,-4,-0.3,0,1,0.97,3,0.99,-9
C/C(=N\OCc1ccccc1C#N)c1cc2ccccc2o1,-5,-6,-1.1,-2,-4,1.1,-8,1,-4
COc1ccc(/C(C)=N/NC(=O)c2ccc(CSc3nncn3C)cc2)cc1,3,-10,1.2,-2,-4,0.97,3,1,-6
Cn1cc(-c2ccccc2C(N)=O)c(=O)c2cc(Cl)ccc21,-3,-3,-0.8,-3,-20,1,-2,1.2,-2
CC(C)NC(=O)Nc1ccc2c(c1)CC(=O)N([C@@H](C)CO)C[C@H](C)[C@@H](CN(C)C(=O)NC1CCCCC1)O2,-1,-6,0.8,-3,-7,1.1,-12,1.1,-5
Cn1c(CCNC(=O)c2ccco2)nc2cc(NS(=O)(=O)c3ccc(Cl)cc3)ccc21,-1,-11,6.1,0,2,0.93,7,0.98,-5
COc1ccc(C)cc1-n1cnnn1,2,-1,1.4,-4,1,1,-3,0.99,-5
COc1ccc(OC)c(-c2cc(C(=O)Nc3c(C)nn(Cc4ccc(Cl)cc4)c3C)no2)c1,-5,-16,-0.8,2,-15,0.99,1,1.2,-1
COc1ccc(Cl)cc1NC(=S)N(Cc1cccnc1)Cc1ccco1,0,4,-1.6,2,1,0.88,12,0.99,-13
Cc1ccc(S(=O)(=O)N2CCCC(C(=O)NC3CCCC3)C2)cc1Cl (stereo not drawn),-2,-2,0.4,1,10,1,-4,0.9,-3
CN(C)c1nc(N)nc(Nc2ccccc2C#N)n1,-2,-4,-0.4,-4,1,0.93,7,0.99,-4
CN1CCC(=O)N([C@H](CSc2ccccc2)Cc2ccccc2)CC1,1,-5,-1.1,1,-4,1,-4,1,-1
Cc1c(N=C2SCC(=O)N2/N=C/c2ccccc2Cl)c(=O)n(-c2ccccc2)n1C,0,8,-1.5,0,-9,1,-2,1.1,-4
CC1CCN(CCCCOc2ccc(F)cc2)CC1,6,-2,-0.2,-3,8,0.93,8,0.92,-4
COc1ccc(OS(=O)(=O)Cc2ccccc2)cc1,-3,15,-1.3,-2,6,1,-5,0.94,-9
COc1ccc(OC)c(CNCc2ccc3c(c2)OCO3)c1,2,3,-0.1,5,2,1,-3,0.98,-2
CC(N=c1ccccn1C(=O)Nc1ccc(F)cc1)c1ccco1 (stereo not drawn),-3,1,4.1,-2,-13,1.1,-10,1.1,-5
N#Cc1ccc(OCC(=O)N2CCN(S(=O)(=O)c3cccs3)CC2)cc1,-2,2,5.2,2,-9,0.93,7,1.1,2
CCOC(=O)[C@@H]1[C@H]2COc3ccc(Br)cc3[C@H]2N2C(=O)N(c3ccc(F)cc3)C(=O)[C@@]12C,-1,-2,0.2,3,14,1.1,-12,0.86,-5
CC(=O)NC1=NN(C(C)=O)C2(CCCCC2)S1,2,0,2.2,0,22,0.98,2,0.78,-4
CCOc1ccccc1NC(=O)NCCCCc1ccccc1,-5,-3,0.0,1,13,1.3,-31,0.87,-3
CC1CC(=O)Nc2ccccc2N1C(=O)CSc1ccc2ccccc2n1 (stereo not drawn),-2,9,0.0,-2,-8,1.1,-10,1.1,-8
Cc1cc(C)c(C)c(S(=O)(=O)N2C(=S)NC(=O)C2CC(C)C)c1C (stereo not drawn),-3,1,-0.1,-6,-16,1,0,1.2,-6
Cc1ccc(NC(=O)/C=C/c2ccc3c(c2)OCO3)cc1S(=O)(=O)N1CCOCC1,0,-5,1.4,1,11,1.1,-7,0.89,-1
Brc1ccccc1-c1nnc(-c2cccnc2)o1,-2,-20,-0.1,-1,-5,1,-1,1,-1
CC(=O)N(CCCc1ccc(C(C)(C)C)cc1)CCCN(C)C,-3,19,3.1,4,5,1.1,-11,0.95,3

# Complete entries from above:
# CC(=O)N(CCCc1ccc(C(C)(C)C)cc1)CCCN(C)C as listed: MIN6 prolif: -3; ATG4B inh: 19; MPTP block: 3.1; A3A deaminase: 4; hIAP block: 5; mIAP activ: 1.1; mIAP inh: -11; hIAP activ: 0.95; A3G deaminase: 3
# CC(=O)NC1=NN(C(C)=O)C2(CCCCC2)S1 as listed: MIN6 prolif: 2; ATG4B inh: 0; MPTP block: 2.2; A3A deaminase: 0; hIAP block: 22; mIAP activ: 0.98; mIAP inh: 2; hIAP activ: 0.78; A3G deaminase: -4

# Next results follow:
SMILES,MIN6 prolif,ATG4B inh,MPTP block,A3A deaminase,hIAP block,mIAP activ,mIAP inh,hIAP activ,A3G deaminase
CCOc1ccc2c(c1)C(C)=CC(C)(C)N2S(=O)(=O)c1ccc(C)cc1,-5,-2,1.3,-4,4,0.96,4,0.96,-8
CCOC(=O)C1=C(C)N(CC(C)C)C(=O)/C1=C\c1ccc(OCC(=O)Nc2ccccc2)cc1,-1,-12,9.7,1,15,0.88,12,0.85,-2
CC(=O)N1[C@H](Cc2ccccc2)C=C[C@]1(C)C(=O)NCCN1CCOCC1,-3,-7,-0.1,-2,1,0.96,4,0.99,-2
Cn1c(SCC(=O)OC2CCCCC2)nnc1-c1ccco1,-1,-10,-1.8,0,-12,1.1,-6,1.1,0
CC(=O)c1cccc(NC(=O)c2cc(-c3cccs3)on2)c1,-3,-4,0.4,-4,4,0.93,7,0.96,-6
CC1CN(C(=S)Nc2ccc(Br)cc2Cl)CC(C)O1 (stereo not drawn),-2,7,-0.2,-2,-19,1,-2,1.2,-8
Cc1sc2ncnc(N)c2c1C,3,1,0.2,0,4,1.1,-15,0.96,-5
CN1CCCCc2c1nc1c(c2N)CCCC1,-2,5,-2.8,-6,13,1.1,-7,0.87,-5
CCN(CC)S(=O)(=O)c1ccc(OC)c(NS(=O)(=O)Cc2ccccc2)c1,0,-8,-0.9,-5,-1,0.9,10,1,-13
CCOc1ccc(NC(=O)CN2CCN(CC(=O)Nc3cc(OC)cc(OC)c3)CC2)cc1,-4,-10,0.7,-2,-1,1.1,-11,1,2
CCOc1ccccc1NC(=O)C1CCCN(C(=O)NCc2ccccc2)C1 (stereo not drawn),-1,3,-0.1,3,14,1.1,-6,0.86,0
